Cneo AK release: causes C. neoformans cell lysis. actives 0.2% (n = 360,000). lysis activity, % at 15 µM. adenylate kinase release luminescence, 4 h; normalised: neutral wells 0, clomiphene wells 100;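 active = mean lysis activity across replicates of at least 80%, whatever share of replicates individually reach that level; inactive = mean lysis activity below 80%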
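read-out = cell lysis signal | test system = log-phase Cryptococcus neoformans yeast cells | input = cells at 5 × 10^6 per mL | medium = fresh YPD growth medium | signal = luminescent adenylate kinase detection reagent | timing = 4 h at 37 °C static, read 1 h later | dosing = single dose | controls = Clomiphene as positive lysis control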
Statin myotox sup: protects C2C12 myotubes from simvastatin toxicity; ATP luminescence, 48 h; scaled: DMSO 0, geranylgeraniol control 100; rescue of ATP level, % at 7.49 µM; actives 0.78% (n = 330,000); AID 602340;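 active = mean ATP rescue above about 67%, or every replicate alone reaching that limit, limit read from the data, passing the limit was not always enough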;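 also: myotubes were challenged with 10 µM simvastatin during compound exposure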
PGC1a acetyl inh: modulators of PGC1a acetylation; inhibition, % at 15.6 µM; U2OS PGC1a acetylation, AlphaScreen anti-acetyl-lysine; with virally co-expressed GCN5 acetyltransferase; actives 0.17% (n = 350,000); AID 651687;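 active = every replicate shows inhibition of at least 40%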;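 also: 0% = neutral control wells and 100% = positive control wells; some results beyond the cut were filed as inactive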
* marks the source's active call; other numbers are inactive results. Some of the compounds tested (hit frequency here may not be typical).

Compound | Cneo AK release | Statin myotox sup | PGC1a acetyl inh
O=C(CSc1nnnn1-c1ccccc1)c1cc2ccccc2oc1=O | -4.8 | 10.5 | 4.5
COc1ccc(Cl)c(NC(=O)NCCN2CCN(c3ccccc3)CC2)c1 | 0.6 | -17.6 | 9.0
COc1ccc(-c2csc3ncnc(NCCN4CCOCC4)c23)cc1 | -0.8 | -5.6 | 32.7
COc1ccc(-c2nnc(SC(C)C(=O)Nc3cccc(Cl)c3)o2)cc1 (centres undefined) | 1.8 | -14.6 | -4.3
COc1ccc(CC(C)N2CCN(c3cccc(C(F)(F)F)c3)CC2)cc1OC (centres undefined) | 0.3 | 13.7 | -24.5
Cc1ccc(-c2nc3ccccn3c2NCc2ccc3c(c2)OCO3)cc1 | -17.3 | 9.1 | -4.9
COc1cccc(C2=CC(c3ccc(N(C)C)cc3)n3nnnc3N2)c1 (centres undefined) | -3.1 | -6.4 | -17.6
COc1cccc(C(c2nnnn2Cc2ccco2)N2CCN(c3cccc(C)c3C)CC2)c1OC (centres undefined) | -0.8 | -9.5 | -6.3
Brc1ccc(-c2csc(N3CCc4ccccc4C3)n2)cc1 | 1.6 | -5.6 | 15.4
Cc1ccc(-c2nc(N/N=C/c3cccnc3)c3ccccc3n2)cc1 | -0.3 | 16.4 | -6.5
O=C(NCc1ccco1)Nc1ccc(Br)cc1Cl | -6.9 | -22.0 | -16.9
Cc1cc2oc(=O)cc(CSc3nc(N)cc(N)n3)c2cc1C | -2.7 | 2.6 | -0.2
CC1Cc2ccccc2N1CC(=O)Nc1ccc2c(c1)OC(F)(F)O2 (centres undefined) | -0.7 | -4.8 | -2.9
O=C(c1ccco1)N1CCN(C(=O)c2cc(-c3ccccn3)nc3ccccc23)CC1 | -2.1 | -14.3 | 1.1
Cc1ccc(C(=O)NC2CC3CCC(C2)N3Cc2ccco2)cc1 (centres undefined) | 0.6 | 2.7 | 8.1
COC(=O)c1cccc(N(C(=O)CNC(=O)c2ccco2)C(C(=O)NC2CCCC2)c2ccco2)c1 (centres undefined) | -0.3 | -0.4 | 2.2
CCN(CC)S(=O)(=O)c1ccc2c(c1)c(C(=O)O)cn2C | -1.4 | 1.3 | -4.4
Cc1ccc(Cl)cc1N(CC(=O)NC1CCCCC1)S(C)(=O)=O | -0.3 | 21.3 | -8.6
CCOC(=O)c1nn(-c2ccccc2)c(=O)c2c(N)scc12 | 2.5 | -14.0 | -21.8
CC(C)(C)n1nnnc1C(c1ccncc1)N1CCN(c2ccc(O)cc2)CC1 (centres undefined) | -0.7 | 18.1 | 3.9
COc1ccc2c(c1OC)C(=O)OC2CC(=O)O (centres undefined) | 1.1 | 13.5 | -8.2
O=C(NC(Nc1nc2ccccc2s1)(C(F)(F)F)C(F)(F)F)c1ccccc1 | -0.2 | 0.4 | 13.9
COC(=O)c1sc2ncccc2c1OCc1ccc(Cl)cc1 | 0.1 | -5.1 | 5.5
Cc1ccc(C)c(-n2c(CNC(=O)c3ccco3)nnc2SCC(=O)Nc2nccs2)c1 | 5.2 | -6.4 | -16.3
CCN(CC)S(=O)(=O)c1cccc(C(=O)Nc2ccccc2)c1 | 1.5 | -27.8 | -3.5
CCn1c(=Nc2ccc(N3CCOCC3)cc2)ccc2ccccc21 | 1.3 | 6.9 | 5.1
CNc1nc(Oc2ccc(=O)n(C)n2)nc(N2CCOCC2)n1 | -0.3 | 5.7 | 0.1
O=C(/C=C/c1cccs1)NC(=S)NNC(=O)Cc1cccs1 | 2.7 | 6.3 | -6.6
c1ccc(-c2nnc(CSc3nncs3)o2)cc1 | -2.4 | -2.7 | -2.7
CCOc1ccc(NC(=O)CN(c2cccc(C(F)(F)F)c2)S(C)(=O)=O)cc1 | -0.1 | 7.1 | -5.5
O=C(Nc1ccc2c(c1)OCO2)c1ccc[n+]([O-])c1 | -1.0 | 2.2 | -1.2
Clc1ccc(C2=Nn3c(nnc3-c3cccnc3)SC2)s1 | 1.4 | -10.9 | 8.4
COC(=O)c1cc(C)sc1NC(=O)CCCC(=O)O | 0.3 | -2.8 | -2.9
Cc1cc(C)cc(OCc2nnc(SCC(=O)c3ccc(Br)cc3)o2)c1 | -0.4 | 9.2 | -0.1
CN1CCN(C(c2ccc(F)cc2)c2nnnn2Cc2cccs2)CC1 (centres undefined) | 2.7 | -7.0 | -1.5
CCN1CCN(Cc2oc(CO)cc(=O)c2O)CC1 | 0.5 | 21.5 | 3.7
CC(C)CC(NC(=O)C1CCC(C)CC1)C(=O)NCc1cccnc1 (centres undefined) | -2.3 | -0.9 | -4.8
CCN1CCN(CCCCOc2ccccc2F)CC1 | 0.3 | 12.7 | 5.5
CC(CN(C)Cc1ccccc1)OC(=O)c1cccs1 (centres undefined) | 0.2 | 1.7 | 8.3
CCCC(=O)c1c(C)c2ccccc2n1C | -0.1 | 3.5 | 16.7
COc1ccccc1CNC(=O)c1ccc(NS(C)(=O)=O)cc1 | -1.1 | -15.5 | 13.9
C=C1CSc2nc(=O)c3c4c(sc3n21)CCC4 | 1.3 | 1.7 | -3.3
CCOC(=O)c1cccc(NS(=O)(=O)c2ccc(NC(C)=O)cc2)c1 | 3.9 | 2.6 | 25.5
O=CN(Cc1ccco1)C1(C(=O)NC2CCCCC2)CCCCC1 | 2.6 | -22.2 | -7.3
CCc1cc(C(=O)NNC(=S)Nc2cccc(C)c2)cs1 | -9.1 | 2.6 | 12.1

(continued)
Compound | Cneo AK release | Statin myotox sup | PGC1a acetyl inh
Cn1c(-c2ccccc2)c(CCO)c2ccccc21 | 0.6 | 1.6 | -6.7
O=C(COC(=O)C1=COCCO1)Nc1ccc(Oc2ccccc2)cc1 | 0.3 | 7.9 | -14.4
CCc1ccc(CNC(=O)C(=O)NCCc2ccc(OC)c(OC)c2)cc1 | -1.3 | 6.4 | -6.7
COCCn1c(SCc2ccc(C(=O)OC)o2)nc2cc(Cl)ccc2c1=O | 2.9 | 10.4 | -3.1
COC(=O)c1cccc(C(=O)Oc2cccc(Br)c2)n1 | 3.1 | 9.6 | 1.0
COc1cccc(/C=c2\sc3nc(-c4cccs4)nn3c2=O)c1OC | 1.2 | 10.7 | -13.2
CC(C)n1nnnc1C(c1ccc(F)cc1)N1CCN(C2CCCC2)CC1 (centres undefined) | 0.0 | 4.9 | -6.7
CCn1c(SCC(=O)Nc2cc(C)on2)nnc1-c1cccs1 | 1.4 | 3.6 | -6.5
CCC1=C/C(=C/N(C)c2ccccc2)C(=O)S1 | -0.6 | -1.1 | 2.2
Cc1cc(C)nc(SC(C)C(=O)Nc2ccc(S(N)(=O)=O)cc2)n1 (centres undefined) | 8.5 | -13.4 | 11.4
Cc1nc(C)c(NC(=O)N2CCc3ccccc32)cc1NC(=O)N1CCc2ccccc21 | -4.7 | -9.3 | 1.5
O=C(NC(=S)Nc1ccc(N2CCCCC2)c(Cl)c1)c1cccs1 | 6.2 | -21.9 | -19.0
COCC(=O)Nc1nc(-c2ccc(C)cc2)c(C)s1 | -1.3 | 122.9* | -2.6
CCOC(=O)c1sc2nc3n(c(=O)c2c1C)CCCCC3 | -3.3 | -6.8 | -0.1
Cc1nc(CSc2nnc3scc(-c4ccc(Cl)cc4)n23)cs1 | 2.0 | 1.0 | 2.2
O=c1c2c([nH]c3ccc(Br)cc13)CCCC2 | -0.2 | 126.3* | 10.6
Clc1ncnc2c1oc1ccccc12 | -4.7 | -10.0 | -7.9
COc1cc(C(=O)NC2=NCCS2)ccc1OCc1c(C)noc1C | 0.5 | 1.2 | 0.6
Cc1ccc(C)c(C(=O)COc2ccc(C)nc2[N+](=O)[O-])c1 | 2.3 | 0.2 | -17.6
CC(C)OC(=O)CCCCCN1C(=O)CSC1=S | 2.8 | 16.2 | -5.5
COCCCNC(=O)c1ccc(N2CCOCC2)c(NS(=O)(=O)c2ccc(OC)cc2)c1 | -2.8 | -7.5 | 2.5
CCOC(=O)c1oc2ccc(S(=O)(=O)Nc3ccc4c(c3)n(C)c(=O)n4C)cc2c1C | 1.0 | -8.9 | -8.1
CCNC(=O)COc1ccc2ccccc2c1 | 9.0 | 4.1 | -0.4
CCOC(=O)c1c(C)n(C)c2ccc(OC)c(NC(=O)c3cccs3)c12 | 0.2 | -27.5 | 2.0
CCCCCCS(=O)Cc1ccccc1 (centres undefined) | -7.1 | 0.0 | 1.7
COc1cccc(NC(=O)N2CCCC2C(=O)NC(C)C)c1 (centres undefined) | 1.0 | 5.7 | 5.2
OCc1csc(=Nc2ccccc2)n1-c1ccccc1 | -2.2 | 5.7 | 2.3
CCOC(=O)c1c(C)n(C)c2ccc(OC)c(NC(=O)CN3CCN(C4CCCCC4)CC3)c12 | -1.6 | 2.2 | 0.4
Cc1ccc(S(=O)(=O)Cn2nnnc2CN2CCN(C(=O)c3ccco3)CC2)cc1 | -1.6 | -8.4 | 2.8
COc1cc(OC)c(NC(=O)CCc2nc(-c3cccs3)no2)cc1Cl | -2.0 | -42.0 | 16.7

Compounds shown so far containing a COOH group (three):
Compound | Cneo AK release | Statin myotox sup | PGC1a acetyl inh
CCN(CC)S(=O)(=O)c1ccc2c(c1)c(C(=O)O)cn2C | -1.4 | 1.3 | -4.4
COc1ccc2c(c1OC)C(=O)OC2CC(=O)O (centres undefined) | 1.1 | 13.5 | -8.2
COC(=O)c1cc(C)sc1NC(=O)CCCC(=O)O | 0.3 | -2.8 | -2.9

The list continues:
Compound | Cneo AK release | Statin myotox sup | PGC1a acetyl inh
CCN1C(=O)c2cccc3c(NC(=O)c4ccc5c(c4)OCCO5)ccc1c23 | 2.8 | -33.9 | -24.4
OCc1cc(CO)c(O)c(CCc2ccccc2)n1 | 2.8 | -15.9 | 4.1
CCOC(=O)N1CCN(C(=S)NCCOC)CC1 | -0.6 | 0.7 | 3.4
O=C(c1ccccc1)N1CCN(c2ncnc3sc4c(c23)CCC4)CC1 | -1.2 | 17.3 | 23.1
O=c1c2ccccc2nc2n1C(CSCc1cccc(C(F)(F)F)c1)CS2 (centres undefined) | 0.7 | 7.6 | 4.0
O=C(O)CC(C(=O)OC1CCCCC1)N1CCOCC1 (centres undefined) | 5.1 | 14.2 | -5.1
CCOCCCNC(=O)C1CCN(c2cc(C)nc3c(-c4ccc(OC)c(OC)c4)c(C)nn23)CC1 | -1.3 | 2.4 | -6.9
Cc1cc(C)n(-c2ccc(C(=O)OCC(=O)Nc3ccc(S(=O)(=O)N4CCOCC4)cc3)cc2)n1 | 0.0 | 17.8 | 0.1
Cc1nn(C)cc1CNC(=O)Nc1cccc(Cl)c1 | 0.5 | 113.0* | 1.3
Cc1ccc2[nH]c3c(c2c1)CN(C(=O)CN1CCN(Cc2ccc4c(c2)OCO4)CC1)CC3 | 9.4 | -12.4 | -11.2

Entries shown so far with a furan ring, fused or not, in the order listed:
Compound | Cneo AK release | Statin myotox sup | PGC1a acetyl inh
COc1cccc(C(c2nnnn2Cc2ccco2)N2CCN(c3cccc(C)c3C)CC2)c1OC (centres undefined) | -0.8 | -9.5 | -6.3
O=C(NCc1ccco1)Nc1ccc(Br)cc1Cl | -6.9 | -22.0 | -16.9
O=C(c1ccco1)N1CCN(C(=O)c2cc(-c3ccccn3)nc3ccccc23)CC1 | -2.1 | -14.3 | 1.1
Cc1ccc(C(=O)NC2CC3CCC(C2)N3Cc2ccco2)cc1 (centres undefined) | 0.6 | 2.7 | 8.1
COC(=O)c1cccc(N(C(=O)CNC(=O)c2ccco2)C(C(=O)NC2CCCC2)c2ccco2)c1 (centres undefined) | -0.3 | -0.4 | 2.2
Cc1ccc(C)c(-n2c(CNC(=O)c3ccco3)nnc2SCC(=O)Nc2nccs2)c1 | 5.2 | -6.4 | -16.3
O=CN(Cc1ccco1)C1(C(=O)NC2CCCCC2)CCCCC1 | 2.6 | -22.2 | -7.3
COCCn1c(SCc2ccc(C(=O)OC)o2)nc2cc(Cl)ccc2c1=O | 2.9 | 10.4 | -3.1
Clc1ncnc2c1oc1ccccc12 | -4.7 | -10.0 | -7.9
CCOC(=O)c1oc2ccc(S(=O)(=O)Nc3ccc4c(c3)n(C)c(=O)n4C)cc2c1C | 1.0 | -8.9 | -8.1
Cc1ccc(S(=O)(=O)Cn2nnnc2CN2CCN(C(=O)c3ccco3)CC2)cc1 | -1.6 | -8.4 | 2.8
